# CRFBP-R2 agonist: CRF-BP/CRF-R2 complex agonism; activation, % at 13.2 µM; 0.46% of 350,000 active; HEK293 CRF-R2/CRF-BP, calcium dye fluorescence (FLIPR); percent of saturating CRF peptide response;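 active means activation of at least 50%, plus an integration ratio under a set limit after plate pattern correction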;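 further: plate controls were neutral control wells without compound for no effect and CRF at EC100 for full effect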
# CHRM5 agonist: agonists of human muscarinic M5 receptor (CHRM5) | activation, % at 3 µM | CHO-K1 hM5 cells, Fluo-8 calcium fluorescence; 0% DMSO wells, 100% maximal acetylcholine response | 0.19% of 360,000 active | P08912;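 active means activation above the run's mean over test compounds plus 3 SD, cut at about 23% in these data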;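 further: signal is peak over basal fluorescence ratio across the kinetic read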
# CHRM4 agonist: agonists of human muscarinic M4 receptor (CHRM4); P08173; CHO-K1 hM4/Gqi5, Fluo-8 calcium fluorescence; vehicle 0%, full acetylcholine response 100%; activation, % at 3 µM; 0.14% of 360,000 active;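 active means activation above the run mean over all test wells plus 3 SD, cut at about 32% in these data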;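 further: peak over basal fluorescence ratio per well then scaled between controls; 0% = DMSO wells and 100% = acetylcholine at EC100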
# CHRM4 antagonist: CHRM4 antagonism in calcium assay; P08173; CHO-hM4 cells, ACh EC80, Fluo-8 calcium fluorescence; AID 624125; inhibition, % at 3 µM; 0.73% of 360,000 active;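 active means inhibition above its plate's cutoff, the mean inhibition of sample wells plus 3 SD, cut at about 27% in these data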;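 further: 0% = acetylcholine EC80 with DMSO and 100% = DMSO without agonist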
# CHRM5 antagonist: blocks acetylcholine activation of human M5 receptor; inhibition, % at 3 µM; 0.59% of 360,000 active; AID 624040; P08912; CHO-hM5 cells, Fluo-8 calcium fluorescence, ACh EC80;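 active means inhibition above a per-plate cutoff, the mean of that plate's test compounds plus 3 SD, cut at about 27% in these data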;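 further: 0% = acetylcholine EC80 with DMSO and 100% = DMSO without agonist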
# CHRM5 PAM: positive allosteric modulators of human muscarinic M5 receptor. P08912. CHO-K1 hM5, Fluo-8 calcium, ACh EC20 PAM; 0% = ACh EC20, 100% = ACh EC100. activation, % at 3 µM. 0.3% of 360,000 active. AID 624038;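 active means activation above the run cutoff, the mean activation of all test compounds plus 3 SD, cut at about 18% in these data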
#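 System: CHO-K1 hM5 cells. Reagent: acetylcholine, EC20 level. Compound dosing: single dose, 3 µM nominal final test concentration. Timing: Post-acetylcholine fluorescence recording 140 s. Detection: Fluo-8 calcium fluorescence. Read-out: % activation, ACh-normalized. Benchmarks: ACh EC20 and EC100 wells. Repeats: singlicate, one well per test compound.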
# CRFR2-BP antag: CRF-BP/CRF-R2 complex antagonism; HEK293 CRF-R2/CRF-BP, CRF-induced calcium fluorescence; inhibition, % at 11.8 µM; 0.59% of 350,000 active;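 active means inhibition of the ligand-induced calcium signal above about 50% at the single tested concentration, limit read from the data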
# IDE inh: cellular human IDE inhibition | HEK cells, FAbetaB cleavage, fluorescence polarization | 0.41% of 320,000 active | P14735 | inhibition, % at 5.59 µM;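 active means percent inhibition above the average of all tested compounds plus 3 SD, set per screening campaign, cut at about 16% in these data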;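 further: IDE supplied by intact live HEK cells; FP after avidin binding of uncleaved biotin substrate so inhibition keeps polarization high; 0% = DMSO wells and 100% = 60 µM reference IDE inhibitor Ii1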
# Target sequence (P14735 whole entry, looked up): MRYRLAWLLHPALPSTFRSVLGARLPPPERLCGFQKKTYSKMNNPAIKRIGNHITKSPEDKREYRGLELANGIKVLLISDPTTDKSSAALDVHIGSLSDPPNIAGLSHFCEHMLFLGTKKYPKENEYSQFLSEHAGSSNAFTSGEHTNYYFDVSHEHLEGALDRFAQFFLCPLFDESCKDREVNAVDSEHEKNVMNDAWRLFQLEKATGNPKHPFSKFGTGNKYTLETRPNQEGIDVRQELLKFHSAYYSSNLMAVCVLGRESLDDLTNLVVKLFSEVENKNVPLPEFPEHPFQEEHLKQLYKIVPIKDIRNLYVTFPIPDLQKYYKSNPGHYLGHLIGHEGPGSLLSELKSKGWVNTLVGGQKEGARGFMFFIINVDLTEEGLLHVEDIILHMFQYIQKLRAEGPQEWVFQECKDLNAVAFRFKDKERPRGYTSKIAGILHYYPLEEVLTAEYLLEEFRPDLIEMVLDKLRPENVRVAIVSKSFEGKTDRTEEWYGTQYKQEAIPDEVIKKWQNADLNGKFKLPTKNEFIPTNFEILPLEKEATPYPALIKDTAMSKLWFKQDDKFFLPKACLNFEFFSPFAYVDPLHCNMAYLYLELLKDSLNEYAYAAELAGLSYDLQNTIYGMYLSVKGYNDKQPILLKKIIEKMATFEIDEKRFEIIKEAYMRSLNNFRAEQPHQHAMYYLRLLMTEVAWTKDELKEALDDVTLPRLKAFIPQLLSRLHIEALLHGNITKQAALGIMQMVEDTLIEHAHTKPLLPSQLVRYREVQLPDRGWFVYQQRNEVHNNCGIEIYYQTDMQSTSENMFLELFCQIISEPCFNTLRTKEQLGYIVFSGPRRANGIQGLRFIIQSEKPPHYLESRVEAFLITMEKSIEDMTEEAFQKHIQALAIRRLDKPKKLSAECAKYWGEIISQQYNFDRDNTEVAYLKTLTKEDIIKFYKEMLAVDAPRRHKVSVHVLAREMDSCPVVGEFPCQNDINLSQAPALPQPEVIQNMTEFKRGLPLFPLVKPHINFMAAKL
# M4 PAM: positive allosteric modulators of human muscarinic M4 receptor | P08173 | CHO-K1 hM4/Gqi5, Fluo-8 calcium fluorescence, ACh EC20; 0% = ACh EC20, 100% = maximal ACh | activation, % at 3 µM | 0.4% of 360,000 active | AID 624126;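 active means activation above its plate's cutoff, the mean activation of sample wells plus 3 SD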; further: some results filed as inactive read as strong as hits
# The depositor's hits bear a star; . = no result given.
SMILES,CRFBP-R2 agonist,CHRM5 agonist,CHRM4 agonist,CHRM4 antagonist,CHRM5 antagonist,CHRM5 PAM,CRFR2-BP antag,IDE inh,M4 PAM
CCC(=O)NC1=C(NC(C)c2ccccc2)C(=O)c2ccccc2C1=O (configuration not stated),-3.1,-3,0,2,-7,3,20,2,-2
CCn1c(COc2ccc3c(c2)CCCC3)nnc1SCC(=O)Nc1nccs1,-0.1,0,0,-2,-6,6,-5,4,-4
Cc1cc(Cl)c(S(=O)(=O)N2CCCCCC2)cc1OCC(=O)NC1CCCCC1,0.1,4,6,7,-1,-3,-18,-3,-2
CCOC(=O)/C(C#N)=N/Nc1ccc(S(=O)(=O)N2CCc3ccccc32)cc1,32,4,16,10,27*,-14,48,4,-13
CCOC(=O)c1nn(-c2ccccc2C)c(=O)c2c(N)scc12,-6.0,4,-1,1,7,5,2,-4,0
N#Cc1nc(COc2ccc(Br)cc2)oc1N1CCCCCC1,0.6,-5,-1,-16,-9,-11,31,5,-5
CC(=O)N1CCN(c2nnc(-c3ccccc3)c3ccccc23)CC1,0.2,3,18,6,11,-9,5,0,-11
NS(=O)(=O)c1ccc(NNC(=O)c2sccc2Cl)cc1,-1.7,2,0,5,4,0,-4,5,-6
O=C(c1ccco1)N1CCN(C(=O)c2cnn(-c3ccc(Cl)cc3)c2C2CCNCC2)CC1,-0.6,-2,2,-9,-8,7,-1,4,5
COCCN1Cc2cccc(C(=O)N3CCN(c4ccccc4)CC3)c2C1=O,1.7,-1,-1,12,-10,3,0,-2,-2
O=C(NCc1ccc(F)cc1)Nc1cccc([N+](=O)[O-])c1,0.2,6,11,7,5,-12,34,11,-11
COc1cc(OC)cc(C(=O)N2CC(=O)Nc3ccccc32)c1,0.5,-2,0,-10,0,4,-23,2,-3
COc1cccc(-n2nnnc2SCC(=O)NCCc2ccccc2)c1,-0.5,-3,1,5,4,-4,-21,-1,-4
CCOP(=O)(OCC)C(Nc1ccccc1)c1cccnc1 (configuration not stated),-1.6,1,1,-12,-1,2,-4,2,-2
COc1ccc(-c2ccc(=O)n(Cc3ccccc3)n2)cc1,-0.8,5,7,14,3,-11,3,1,-8
COc1cc(-c2cc(C(=O)NCc3ccco3)c3ccccc3n2)cc(OC)c1OC,-1.3,1,15,6,13,-11,2,1,-8
COc1ccc(N2CCN(C(=O)CCc3ccccc3OC)CC2)cc1,-2.5,-1,3,3,13,-5,10,-8,-2
CC(OC(=O)c1ccccc1C(=O)N(C)C1CCCCC1)C(=O)NC1(C#N)CCCCC1 (configuration not stated),-1.2,1,2,-2,2,-3,4,-1,6
CC(C)Nc1ncnc2c1ncn2[C@H]1CN(Cc2ccco2)C[C@@H](CO)O1,.,1,0,-13,4,3,.,.,2
COc1ccc(Cl)cc1NC(=O)CN1CCN(C(=O)N2CCOCC2)CC1,-0.5,-5,2,-3,8,-5,-8,7,2
NS(=O)(=O)c1ccc(NC(=O)COC(=O)C2CCCCC2)cc1,-3.0,3,1,3,2,6,-11,-8,2
O=C(CCc1ccc(S(=O)(=O)N2CCOCC2)cc1)Nc1c(F)cccc1F,0.4,-2,0,-3,9,1,1,0,5
CCOC(=O)c1[nH]cnc1C(=O)NC1CCN(C(=O)OC(C)(C)C)CC1,-1.3,-1,1,4,9,-11,3,5,-2
O=C1c2ccccc2C(=O)N1OCc1ccc(Cl)cc1,-0.1,-3,0,3,0,3,27,3,-1
COC(=O)c1c(C)[nH]c(C(=O)C(C)Sc2nnc(-c3cc(OC)c(OC)c(OC)c3)o2)c1C (configuration not stated),-3.3,-2,1,-8,-3,1,-5,-8,7
C=CCNC(=S)N1CCN(C2CCCCC2)CC1,-1.5,-10,2,-1,-2,9,4,3,7
CN1C[C@@H]2C(c3ccc(Cl)nc3)C3(c4ccccc4)CC2(C3)[C@H]1c1ccccc1 (some centres not stated),1.2,-13,-1,17,1,-17,-11,-1,-15
O=C(Nc1ccc(NC(=O)c2cc3ccccc3o2)cc1)c1ccc2c(c1)OCCO2,-0.6,-1,1,2,15,-1,-7,2,-4
Cc1ccc(Cn2cc(C(=O)c3ccc(F)cc3)c(=O)c3cc4c(cc32)OCCO4)cc1,1.6,1,1,-21,-3,-2,3,5,10
Cc1cccc(NC(=O)C(C)Oc2ccccc2C)n1 (configuration not stated),-2.3,-6,-1,-6,-4,-1,11,4,1
CCOC(=O)c1ccoc1CN1CCN(S(=O)(=O)c2ccc(C)c(C)c2)CC1,-2.2,-6,4,-8,13,6,22,1,3
CCN(CC)S(=O)(=O)c1ccc(-c2nnc(SCC(=O)N3CCc4ccccc43)o2)cc1,-0.8,1,1,1,-3,0,-12,-2,8
O=[N+]([O-])c1ccc2c(c1)nc(CO)n2Cc1ccccc1,0.0,0,2,3,3,-6,29,7,-3
O=C(O)CSCC(=O)N1CCN(c2nc3cc(Cl)ccc3s2)CC1,-0.8,-1,1,14,12,-2,6,10,-2
Cn1cnnc1SCC(=O)c1ccc2c(c1)OCCO2,0.4,1,-1,10,1,2,-9,3,-3
CC(C)CC1C(=O)N(Cc2cn(CCC3OCCCO3)nn2)CCS(=O)(=O)N1Cc1ccc(-c2cccc(CO)c2)cc1 (configuration not stated),1.1,3,17,0,13,-12,-6,.,-6
CSc1ccc(-c2c(C#N)c(N)nc3c2c(C)nn3-c2ccccc2)cc1,8.5,-4,0,-11,-9,1,-22,-1,4
CCSc1nnc(NC(=O)Cn2cnc3c2c(=O)n(C)c(=O)n3C)s1,-1.5,-4,0,1,9,4,8,3,-6
COc1cc(N2C(=O)NC3CC2(C)Oc2ccccc23)cc(OC)c1OC (configuration not stated),-0.6,-4,1,-8,-3,-4,3,2,3
O=C(NCc1ccc2c(c1)OCO2)C1CCN(S(=O)(=O)c2ccc(Br)s2)CC1,0.4,-6,7,-7,6,-7,11,1,5
O=C(COC(=O)c1ccc(O)cc1)Nc1ccc2[nH]c(=O)[nH]c2c1,-0.8,4,0,-6,1,3,-1,3,5
NNc1nc(-c2ccccc2)c2cc(Cl)ccc2n1,2.6,6,0,-9,4,3,-27,3,-7
Cc1cnc(NC(=O)c2nn(C)cc2[N+](=O)[O-])s1,-1.6,-4,1,-4,6,-7,-13,.,11
COc1ccc2[nH]c3c(c2c1)CCN1C(=O)C(CC(=O)NCc2ccco2)C[C@H](C(=O)N2CCCCC2)[C@@]31CCc1ccccc1 (some centres not stated),-7.9,1,0,-2,9,-4,23,.,-2
O=C(CN1C(=O)NC2(CCCc3ccccc32)C1=O)c1ccc(Br)cc1 (configuration not stated),-1.0,-2,2,-7,3,-3,-19,0,1

# Five entries from above, with tabs.
Compound	CRFBP-R2 agonist	CHRM5 agonist	CHRM4 agonist	CHRM4 antagonist	CHRM5 antagonist	CHRM5 PAM	CRFR2-BP antag	IDE inh	M4 PAM
Cc1cc(Cl)c(S(=O)(=O)N2CCCCCC2)cc1OCC(=O)NC1CCCCC1	0.1	4	6	7	-1	-3	-18	-3	-2
CCOC(=O)/C(C#N)=N/Nc1ccc(S(=O)(=O)N2CCc3ccccc32)cc1	32	4	16	10	27*	-14	48	4	-13
CCOC(=O)c1nn(-c2ccccc2C)c(=O)c2c(N)scc12	-6.0	4	-1	1	7	5	2	-4	0
N#Cc1nc(COc2ccc(Br)cc2)oc1N1CCCCCC1	0.6	-5	-1	-16	-9	-11	31	5	-5
CC(=O)N1CCN(c2nnc(-c3ccccc3)c3ccccc23)CC1	0.2	3	18	6	11	-9	5	0	-11

# Other structures:
SMILES,CRFBP-R2 agonist,CHRM5 agonist,CHRM4 agonist,CHRM4 antagonist,CHRM5 antagonist,CHRM5 PAM,CRFR2-BP antag,IDE inh,M4 PAM
c1ccc(-c2csc(Nc3cccnc3)n2)nc1,-0.2,0,4,-3,-5,-4,11,-3,4
Cc1ccc(S(=O)(=O)N2C[C@@H]3c4ccccc4N(S(=O)(=O)c4ccc(C)cc4)[C@@H]3[C@@H](C)C2CC(=O)c2ccccc2)cc1 (some centres not stated),3.0,1,1,-13,-12,1,-1,.,7
CCOc1cc(N2CCOCC2)c(OCC)cc1NC(=O)CCS(=O)(=O)c1ccc(Cl)cc1,-1.9,-2,1,1,1,-1,9,4,-6
CC1CN(C2CCN(C(=O)COc3ccc(Cl)cc3)CC2)CC(C)O1 (configuration not stated),0.3,-4,0,-7,-10,-1,1,-2,14
O=C(OCC(=O)N(CCc1ccccc1)Cc1ccccc1)c1ccccc1[N+](=O)[O-],4.1,-1,9,5,18,-19,10,0,-11
Cc1cc(C(=O)NN=C2C3CC4CC(C3)CC2C4)c2ccccc2n1,1.0,-3,3,-7,3,-1,-15,5,-2
COc1ccc(N2CCN(Cc3nc4c(c(=O)n(C)c(=O)n4C)n3CC(C)=O)CC2)cc1,-1.8,-3,0,5,9,-6,-5,5,-3
Cc1ccc(CSCc2ccc(C(=O)NC3CCCC3)o2)cc1,-1.1,0,0,8,1,7,-2,0,1
CCc1ccc(NC(=O)C(C)OC(=O)C2CCC(=O)N2)cc1 (configuration not stated),-1.9,-1,0,3,2,-5,-1,1,-7
CCCCCOc1ccc(Br)cc1/C(C)=N/NC1=NCCN1,0.3,-10,2,10,9,-15,-16,4,-11
Fc1ccc(-c2nc3ccc(Cl)cn3c2Cc2cccc(F)c2)cc1,.,-4,-1,-6,5,-7,.,.,-2
O=C(COc1cc2oc(=O)c3c(c2cc1Cl)CCC3)NCC(O)c1ccccc1 (configuration not stated),0.1,-4,3,3,0,-3,-33,2,4
Cc1cccc(Nc2ccccc2C(=O)O)c1C,-1.4,0,-1,-1,-3,7,2,3,3
Cc1ccc(S(=O)(=O)NC2(C(F)(F)F)NC(=O)N(Cc3ccccc3)C2=O)cc1 (configuration not stated),0.5,-2,1,-4,16,-10,-5,3,1
Cc1ccc(C(=O)CC2(O)C(=O)N(Cc3ccc4c(c3)OCO4)c3ccccc32)cc1 (configuration not stated),1.9,-5,4,6,-1,-1,-12,1,1
Cc1ccc(S(=O)(=O)N(C)CC(=O)NCCCc2ccccc2)cc1,61*,6,1,7,3,1,-46,0,-1
CC1C(=O)C(C)C(c2ccccc2)N(N=O)C1c1ccccc1 (configuration not stated),-0.6,-6,-1,-6,10,-4,14,.,1
COc1cc(S(=O)(=O)Nc2ccc(C)cc2)ccc1N=Cc1c(C)c(C#N)c(=O)n(C)c1O,80*,-2,1,0,-4,3,-102,0,-5
Cc1cc(Cl)ccc1NC(=S)Nc1cccnc1,-1.6,2,0,6,-9,3,-3,3,5
CC(=O)Nc1ccc(Oc2nc(C)cc(C)n2)cc1,0.6,3,1,-14,-6,4,-1,7,2
O=C(Nc1ccccc1)OCCOc1ccc(Br)cc1,2.4,-8,-2,4,0,5,22,.,-7
CC(=O)N1CCN(Cc2nc3scc(-c4ccccc4)c3c(=O)[nH]2)CC1,0.5,3,0,11,6,0,-3,4,-2
CC(=O)Nc1ccc(CN(C)c2c(C)nc3ccc(C(=O)N(C)Cc4ccco4)cn23)cc1,.,-2,2,-12,-9,5,.,.,-4
O=C(CN1C(=O)NC(c2ccccc2)(c2ccccc2)C1=O)N1CCN(c2ccc(F)cc2)CC1,-1.6,-1,5,-16,-3,0,1,-2,4

# Rows were taken by chance (roughly 2.9% active in at least one column).
